GlmU inhibition: inhibition of mycobacterial GlmU enzyme – biochemical, glucosamine-1-phosphate acetyltransferase (AID 1376); M. tuberculosis GlmU acetyltransferase enzyme assay; higher % means a stronger effect; 220,000 compounds, 0.25% hits; inhibition, %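 (tested at 30 µM in the primary screen)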; hits with a dose series show IC50 in µM; in the data active means inhibition above about 13%; inconclusive means no clear call, values can overlap the other calls;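 further: 0% = complete reaction with vehicle and 100% = reaction without substrate; strong numbers were not always called active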
RmlCD inh 1536: blocks M. tuberculosis RmlC and RmlD coupled enzymes; 160,000 compounds, 0.03% hits; inhibition, % at 3.6 µM; RmlC+RmlD coupled enzyme assay, percent inhibition; primary screen in compound mixtures; in the data active means inhibition mostly above about 34%, no sharp cut-off; inconclusive means no clear call, values can overlap the other calls; inactive means mostly below about 22%; further: some results filed as inactive read as strong as hits
Target sequence (P9WH09 whole entry, looked up): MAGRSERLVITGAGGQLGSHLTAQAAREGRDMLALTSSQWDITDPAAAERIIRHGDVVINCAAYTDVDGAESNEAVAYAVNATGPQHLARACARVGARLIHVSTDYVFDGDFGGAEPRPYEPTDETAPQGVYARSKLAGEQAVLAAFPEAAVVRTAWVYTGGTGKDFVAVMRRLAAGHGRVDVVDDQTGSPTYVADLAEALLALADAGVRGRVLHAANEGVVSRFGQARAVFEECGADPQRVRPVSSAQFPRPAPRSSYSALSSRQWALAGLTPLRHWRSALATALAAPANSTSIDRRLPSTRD
Target sequence (P9WH11 whole entry, looked up): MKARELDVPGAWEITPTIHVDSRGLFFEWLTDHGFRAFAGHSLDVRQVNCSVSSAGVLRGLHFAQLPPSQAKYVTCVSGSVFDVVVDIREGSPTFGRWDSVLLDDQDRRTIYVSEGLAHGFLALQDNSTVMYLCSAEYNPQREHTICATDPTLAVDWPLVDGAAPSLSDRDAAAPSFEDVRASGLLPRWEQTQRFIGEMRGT
* = called active by the depositor; u = inconclusive; x = not tested or not shown.

SMILES	GlmU inhibition	RmlCD inh 1536
COc1ccc(/C=C2\N=C(C)N(c3ccc4ccccc4c3)C2=O)cc1OC	4.5%	3
Oc1ccccc1OCCOc1ccccc1OCCOc1ccccc1O	-1.6%	x
COc1ccc2nc3oc(C(=O)NC4CCN(Cc5ccccc5)CC4)cc3cc2c1	1.2%	8
CCOC(=O)CN(C(=O)COc1nc(-c2ccccc2)cc(C)c1C#N)c1cccc(OC)c1	2.2%	18
O=C(O)c1ccc(Br)c(S(=O)(=O)N2CCCC2)c1	3.9%	-19
COc1cc(CN2CCN(c3cccc(C)c3C)CC2)cc(OC)c1O	-1.3%	x
O=C(c1ccc([N+](=O)[O-])cc1)N1CCN(C(=O)c2ccco2)CC1	3.1%	-1
CC1(C)Cc2ccccc2C(N)=C1C#N	1.2%	7
COc1ccc(COc2ccccc2C(N)=O)cc1F	3.3%	3
CCOc1ccc(-n2c(C)c(C(=O)OC)c3cc(O)ccc32)cc1	-1.5%	25
C1=CCC(CN2CCN(C3CCCCCC3)CC2)CC1 (stereo unspecified)	-3.8%	5
CCN(c1ccccc1)S(=O)(=O)c1ccc(Cl)c(C(=O)O)c1	-4.5%	4
N#Cc1nc(-c2ccccc2F)oc1N1CCCC1	0.3%	5
Cc1cccc(NC(=S)NCCc2ccc(S(N)(=O)=O)cc2)c1C	5.1%	-5
O=C(COc1ccc2c3c(c(=O)oc2c1)CCC3)NC1CCCCC1	0.5%	8
COc1cc2c3c(c1)C1(C(=O)N3C(C)(C)C=C2C)C(C#N)=C(N)Oc2cc(O)ccc21 (stereo unspecified)	1.7%	24
CCc1ccccc1-n1c(SCC(=O)N2CCCC2)nnc1-c1ccccn1	-1.6%	11
COc1ccc2[nH]c(C(=O)O)c(CCNC(C)=O)c2c1	x	5
COc1ccc(N(CC(=O)N2CCN(Cc3ccc4c(c3)OCO4)CC2)S(=O)(=O)c2ccc(F)cc2)cc1	-0.1%	21
Cc1cc(C)n(/N=C/c2cc(Cl)cc(Cl)c2O)c(=O)c1	-3.1%	-7
COc1ccc(NC(=O)CSc2c3c(nc4ccccc24)CCC3)c(OC)c1	4.9%	-2
COc1cccc(OC)c1OCCNCC1COc2ccccc2O1 (stereo unspecified)	4.9%	x
O=C(Cn1nnc(-c2ccc(Cl)cc2)n1)NCc1ccco1	1.5%	x
CCc1nnc(NC(=O)CSc2nnc(Cc3ccccc3)n2-c2ccc(OC)cc2)s1	-0.8%	x
CCc1cc(C(=O)N/N=C/c2c(C)[nH]c3ccccc23)cs1	-4.4%	x
CCN(CC)C(=O)C1CCCN(C(=O)Nc2ccc3nsnc3c2)C1 (stereo unspecified)	-1.8%	x
O=C(CCCn1c(=S)[nH]c2ccccc2c1=O)N1CCOCC1	1.2%	x
CCOC(=O)c1ccccc1NC(=O)C=C(C)C	1.1%	-1
O=C(Cc1ccccc1)NNC(=O)c1cccs1	0.3%	-9
CN1C(=O)C(=Cc2ccc(SC3CCCCC3)o2)C(=O)N(C)C1=O	-3.9%	20
COc1ccc([N+](=O)[O-])c2c(=O)ccoc12	2.0%	1
COC(=O)c1nc2nc(C)cc(=O)n2[nH]1	0.4%	10
Nc1cc(=O)[nH]c(SCC(=O)N2N=C(c3ccc(Cl)cc3)CC2c2ccco2)n1 (stereo unspecified)	-3.2%	14
O=[N+]([O-])c1cccc(/C=N/n2cnnc2)c1	5.4%	14
COc1ccc(Cn2c(CCC(=O)N3CCN(c4ccccn4)CC3)nc3ncccc3c2=O)cc1	0.0%	x
O=c1[nH]c2ccccc2c(=O)n1Cc1ccco1	-1.4%	2
COc1cc(C(=O)Nc2cccc(-c3nc4ccccc4o3)c2C)cc(OC)c1OC	-0.1%	-10
CC(C)CNc1cc(=O)n(C)c(=O)n1C	-5.0%	10
CNCC(O)C(O)C(O)C(O)CO (stereo unspecified)	5.1%	51
O=C(O)CSc1nnc(Cn2nnc3ccccc32)n1CCc1ccccc1	-3.8%	x
CCCCNC(=S)NNC(=O)c1csc2ccccc12	0.6%	-2
CC(C)OC(=O)c1ccc(NC(=O)Cn2c(-c3nonc3N)nc3ccccc32)cc1	-1.3%	x
Cc1ccccc1C(=O)NC1CCN(CC(=O)NCc2cccs2)CC1	-7.0%	-8
COc1cc(S(=O)(=O)N2CCCCC2)ccc1NC(C)=O	-5.2%	x
O=C(c1cnn(-c2ccccc2)c1)c1ccc2ccccc2c1O	-4.6%	x
CC1CCC(C(C)C)C(OC(=O)C[n+]2cc(-c3ccc(Cl)cc3)n3c2CCCCC3)C1 (stereo unspecified)	-4.3%	10
COC(=O)c1cc(NC(=O)c2cc(C(C)(C)C)nn2Cc2cccc(C)c2)ccc1N1CCOCC1	2.3%	-11
CC(Oc1cc(F)ccc1[N+](=O)[O-])C(=O)Nc1ccc(S(=O)(=O)N2CCCC2)cc1 (stereo unspecified)	-5.8%	2

No new results follow: an excerpt of the list.
SMILES	GlmU inhibition	RmlCD inh 1536
O=C(CCCn1c(=S)[nH]c2ccccc2c1=O)N1CCOCC1	1.2%	x
CCOC(=O)c1ccccc1NC(=O)C=C(C)C	1.1%	-1
O=C(Cc1ccccc1)NNC(=O)c1cccs1	0.3%	-9
CN1C(=O)C(=Cc2ccc(SC3CCCCC3)o2)C(=O)N(C)C1=O	-3.9%	20
COc1ccc([N+](=O)[O-])c2c(=O)ccoc12	2.0%	1
COC(=O)c1nc2nc(C)cc(=O)n2[nH]1	0.4%	10
Nc1cc(=O)[nH]c(SCC(=O)N2N=C(c3ccc(Cl)cc3)CC2c2ccco2)n1 (stereo unspecified)	-3.2%	14
O=[N+]([O-])c1cccc(/C=N/n2cnnc2)c1	5.4%	14
COc1ccc(Cn2c(CCC(=O)N3CCN(c4ccccn4)CC3)nc3ncccc3c2=O)cc1	0.0%	x
O=c1[nH]c2ccccc2c(=O)n1Cc1ccco1	-1.4%	2
COc1cc(C(=O)Nc2cccc(-c3nc4ccccc4o3)c2C)cc(OC)c1OC	-0.1%	-10
CC(C)CNc1cc(=O)n(C)c(=O)n1C	-5.0%	10
CNCC(O)C(O)C(O)C(O)CO (stereo unspecified)	5.1%	51
O=C(O)CSc1nnc(Cn2nnc3ccccc32)n1CCc1ccccc1	-3.8%	x
CCCCNC(=S)NNC(=O)c1csc2ccccc12	0.6%	-2
CC(C)OC(=O)c1ccc(NC(=O)Cn2c(-c3nonc3N)nc3ccccc32)cc1	-1.3%	x
Cc1ccccc1C(=O)NC1CCN(CC(=O)NCc2cccs2)CC1	-7.0%	-8
COc1cc(S(=O)(=O)N2CCCCC2)ccc1NC(C)=O	-5.2%	x
O=C(c1cnn(-c2ccccc2)c1)c1ccc2ccccc2c1O	-4.6%	x

Next section.
SMILES	GlmU inhibition	RmlCD inh 1536
CC12CCC(C1)C(C)(C)C2OC(=O)c1ccccc1C(=O)O (stereo unspecified)	3.8%	12
COCCNC(=O)c1onc(CCl)c1C(=O)OC	-1.4%	x
COc1cc(/C=C(/C#N)c2nc3ccccc3[nH]2)ccc1OCC(=O)Nc1ccccc1C	3.9%	x
CN(C)c1ccc(/C=N/O)cc1	-1.8%	8
COc1ccccc1NC(=O)C(NC(=O)OC(C)(C)C)C(C)OCc1ccccc1 (stereo unspecified)	4.0%	14
COc1ccc(Cl)c(NCCC(=O)O)c1	4.0%	-6
O=C(NC(Cc1ccccc1)c1nc2ccccc2[nH]1)C1CC(=O)N(c2ccc3c(c2)OCCO3)C1 (stereo unspecified)	-4.4%	-6
CCOC(=O)c1cc(=O)c2ccc(OCC(=O)Nc3ccc(F)cc3)cc2o1	2.0%	19
O=C(O)C1=C[C@@H](c2ccc(Br)cc2)C[C@@H](OCCCCO)O1	-5.3%	x
CN(NC(=O)c1ccccc1Cl)c1ncc(C(F)(F)F)cc1Cl	-1.8%	-10
COc1ccc(NC(=O)/C(C#N)=C/c2ncc([N+](=O)[O-])n2C)c(OC)c1	-5.0%	-8
CC(CC(=O)O)n1nnc2ccccc21 (stereo unspecified)	0.4%	-7
CS(=O)(=O)Nc1ccc(S(=O)(=O)Nc2nccs2)cc1	1.1%	x
Cc1ccc(Cc2cc(-c3ccc(C)cc3)n[nH]c2=O)cc1	-2.9%	36
Cc1ccc2c(c1)C(C)(C)[C@]1(C)NC(=O)CCN21	-6.0%	-8
O=C(c1ccccc1)c1ccc2nc[nH]c2c1	1.0%	12
O=C1c2cccnc2C(O)N1C1CCCCC1 (stereo unspecified)	0.6%	x
COCCNC(=S)N/N=C(\C)c1ccc(Cl)c(Cl)c1	5.0%	-11
COc1ccc(OC)c(N(CC(=O)Nc2ccc3c(c2)OCCO3)S(C)(=O)=O)c1	3.1%	u
O=C1c2ccccc2NC(c2ccc(F)cc2)N1Cc1ccco1 (stereo unspecified)	2.4%	53
O=C(N/N=C/c1cccc(Br)c1)c1ccc(Cn2cc(Br)cn2)o1	-0.4%	-4
C/C(NC(=O)c1ccccc1)=C1/C(=O)CC2C1C2(C)C (stereo unspecified)	4.7%	x
COc1ccccc1N1CCN(C(=O)c2oc3ccc(Br)cc3c2C)CC1	7.6%	9
COc1ccc(-n2nc(C(=O)Nc3ccc4c(c3)OCO4)c3c4ccccc4n(C)c3c2=O)cc1	4.9%	x
CN1C=CC=C/C1=C(\C#N)c1nc2ccccc2[nH]1	7.9%	5
COc1ccc(-n2cnc3c(cnn3CCC#N)c2=N)cc1	0.6%	x
CCOc1cc2[nH]c(=O)n(CCC(=O)NCc3ccc(OC)cc3)c(=O)c2cc1OCC	-0.3%	-3
CCc1ccc(C2CC(c3ccc(Cl)cc3)=NNC2=O)cc1 (stereo unspecified)	2.0%	x
COc1cc(C(=O)NCCC(C)C)ccc1OCc1ccc(Cl)cc1Cl	1.0%	4
CCOc1ccc(S(=O)(=O)NCCSc2ccccc2)cc1	2.5%	-11
Cc1c(NC(=O)Nc2ccc(Cl)c(Cl)c2)c(=O)n(-c2ccccc2)n1C	0.5%	-4
CC12CN3CC(c4ccccc4)(CN(C1)C31CCCCC1)C2=O	-4.8%	1
CCCC(=O)N1CCN(c2ccc(NC(=O)C(C)(C)C)cc2Cl)CC1	1.0%	x
COc1cc(/C=C2/SC(=S)N(c3c(C)n(C)n(-c4ccccc4)c3=O)C2=O)ccc1O	2.0%	28
Cc1c(C(=O)O)c(-c2ccccc2)nn1-c1ccccc1	10%	-8
Cc1cc(NC(=O)CSc2nnc(Cc3ccccc3)n2C)no1	-0.2%	x
CC(C)Oc1ccc(/C=C(\NC(=O)/C=C/c2ccco2)C(=O)NCCc2nc3ccccc3[nH]2)cc1	-2.3%	2
Cc1cc(NC(=O)CSc2nnc(-c3ccncc3)n2N)ccc1Br	-1.7%	6
CCn1c(SC)nnc1-c1nn(-c2ccccc2)ccc1=O	-8.5%	66
O=C(Nc1ccc(N2CCN(C(=O)c3ccc(Cl)cc3)CC2)cc1)c1ccc(Br)o1	6.4%	9
CC(C)OC(=O)CC1C(=O)NCCN1C(=S)NC(=O)c1ccccc1Cl (stereo unspecified)	11%	23
CC1CCN(C(=O)c2ccc(S(=O)(=O)Cc3cccc(F)c3)c([N+](=O)[O-])c2)CC1	3.0%	11
CCOc1ccc(NC(=S)NN2CCN(C)CC2)cc1	-1.0%	4
O=C(COc1ccc(Cl)cc1)OCC(=O)N1CCCC1	7.4%	11
COc1cccc(C(=O)Nc2nnc(-c3ccc(F)cc3)o2)c1	1.9%	x
CN1CCN(S(=O)(=O)c2ccc(N3CCN(C(=O)c4ccccc4)CC3)nc2)CC1	-0.1%	0
CN(C)S(=O)(=O)c1ccc(C(=O)N(c2ccccn2)c2ccccn2)cc1	-1.6%	-5
Fc1cccc(NC(=S)NCc2ccc(Cl)cc2)c1	1.1%	-10

Profiles, looked up by structure.
`O=C(COc1ccc(Cl)cc1)OCC(=O)N1CCCC1` reads GlmU inhibition: 7.4%; RmlCD inh 1536: 11
`CC(C)Oc1ccc(/C=C(\NC(=O)/C=C/c2ccco2)C(=O)NCCc2nc3ccccc3[nH]2)cc1` reads GlmU inhibition: -2.3%; RmlCD inh 1536: 2

New compounds follow
SMILES	GlmU inhibition	RmlCD inh 1536
CC(C)(C)c1ccc(C(=O)N2CCN(c3nc4ccccc4o3)CC2)cc1	-0.6%	-7
CCOc1c(Cl)cc(CNC(C)C(O)c2ccccc2)cc1OC (stereo unspecified)	2.6%	-9
Cc1cc(/C=N/NC(=O)C(=O)NCc2ccccn2)c(C)n1-c1cccc(Br)c1	-4.8%	x
Cc1ccccc1N=Cc1cc2c(cc1[N+](=O)[O-])OCO2	-2.9%	-9
COc1ccc(NC(=O)CSc2nc3c(c(=O)n2-c2ccc(F)cc2)SCC3)cc1	-3.1%	5
N#C/C(=C(/O)COC(=O)COc1cccc(Br)c1)c1nc2ccccc2[nH]1	-2.6%	-3
O=C(NC1CCCC1)C1CCC(=O)N1CCc1ccccc1 (stereo unspecified)	8.1%	x
Cn1cc([N+](=O)[O-])c(C(=O)Nc2ccc(C3CCCCC3)cc2)n1	0.6%	x
CCCN1C2CCCC1CC(NC(=S)Nc1cccc(C)c1C)C2 (stereo unspecified)	-4.7%	4
CCOC(=O)Nc1ccc(Cc2ccncc2)cc1	-10.0%	3
CC(=O)NNC(=S)NCCc1ccccc1	6.1%	-8
Cc1ccc(/C=N\Nc2cn[nH]c(=O)c2Cl)cc1	-1.4%	12
CCOC(=O)CSc1nnc(CSc2nc3ccccc3s2)n1C	10%	x
c1ccc(-n2c(Sc3cnccn3)nnc2-c2cccs2)cc1	6.4%	-5
COc1cc(NC(=O)CSc2cc(C)c3cc(C)cc(C)c3n2)c(C(=O)O)cc1OC	5.6%	x
COC(=O)C1=CN(C)C=C(C(=O)OC)C1c1ccc(Cl)cc1Cl	1.6%	-8
CCOC(=O)c1c(N)n[nH]c1-c1ccc(OC)cc1	-1.5%	8
CCc1cc(CC)c(/C=N/NC(N)=O)c(CC)c1/C=N/NC(N)=O	-4.0%	0
CCCCN(Cc1ccco1)C(=O)c1cc2c(=O)[nH]c3ccc(C)cc3c2s1	3.3%	5
COc1ccc(-n2nnnc2-c2cn(C)nc2C(F)(F)F)cc1	-4.5%	22

Source: PubChem

Only part of the results is shown; count on the stated rates, not on these rows.
